From PubChem BioAssay
p97 inhibitor = inhibitors of human p97 ATPase, primary screen, biochemical; 0.42% of 220,000 active; recombinant p97 ATPase, Kinase-Glo ATP luminescence, 3 h; inhibition, % at 8 µM; Transitional endoplasmic reticulum ATPase (Homo sapiens), P55072; in the data active means inhibition above about 15%;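 further: 0% = DMSO vehicle and 100% = wells lacking enzyme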
RBBP9 inh = human RBBP9 inhibitors, primary screen, biochemical, fluorescence polarization, FP-Rh probe, HTS. Serine hydrolase RBBP9 (Homo sapiens), O75884. recombinant RBBP9. inhibition, % at 7.94 µM. 0.2% of 220,000 active;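 active means inhibition above the campaign mean of all tested compounds plus 3 SD, cut at about 14% in these data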;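 further: plate controls were DMSO wells with RBBP9 for no effect and wells lacking RBBP9 protein for full effect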
Target sequence (O75884 whole entry, looked up): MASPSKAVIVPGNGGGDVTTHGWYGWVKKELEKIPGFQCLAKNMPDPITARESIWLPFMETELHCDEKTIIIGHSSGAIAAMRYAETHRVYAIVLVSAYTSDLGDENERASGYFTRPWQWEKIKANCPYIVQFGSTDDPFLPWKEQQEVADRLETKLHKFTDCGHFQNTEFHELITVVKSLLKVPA
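Material: RBBP9 protein. Amount: RBBP9 at 2.5 µM in dispensed solution, before mixing. Schedule: 30 min then 45 min, 25 °C. Medium: Tris buffer pH 8.0, NaCl, Pluronic. Measured by: fluorescence polarization. Measure: percent inhibition from mP, scaled between DMSO and no-protein wells. Replication: one well per compound.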
Calpain2 inh = inhibitors of pig calpain II, primary screen, biochemical, fluorogenic peptide substrate, 1536-well; inhibition, % at 16 µM; purified calpain II, 30 min; 0.37% of 220,000 active; AID 1236, 2008;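 active means inhibition above about 50%, limit read from the data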
Furin inh = human furin inhibitors, primary screen, biochemical, fluorescence intensity; purified furin, fluorogenic substrate cleavage; inhibition, % at 30 µM; 0.061% of 220,000 active; in the data active means inhibition above about 25%; further: inactives centre near -15
TbHK1 inh = Trypanosoma brucei hexokinase 1 inhibitors, primary screen, biochemical, G6PDH-coupled NADH absorbance, MLSCN library. hexokinase 1 [Trypanosoma brucei]. recombinant TbHK1, G6PDH-coupled NADH A340. inhibition, % at 10 µM. 0.11% of 220,000 active. AID 1430, 2008;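 active means inhibition of 50% or more in the single-dose primary screen; inactive means inhibition below 50%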
EBV gp42 block = Epstein-Barr virus gp42 inhibitors, primary screen, biochemical, uHTS, fluorescence polarization; Fluorescence polarization binding assay, mP read-out; inhibition, % (tested at 21.74 µM); 0.42% of 220,000 active; in the data active means inhibition above about 50%
Target sequence (Q1HVG2 whole entry, looked up): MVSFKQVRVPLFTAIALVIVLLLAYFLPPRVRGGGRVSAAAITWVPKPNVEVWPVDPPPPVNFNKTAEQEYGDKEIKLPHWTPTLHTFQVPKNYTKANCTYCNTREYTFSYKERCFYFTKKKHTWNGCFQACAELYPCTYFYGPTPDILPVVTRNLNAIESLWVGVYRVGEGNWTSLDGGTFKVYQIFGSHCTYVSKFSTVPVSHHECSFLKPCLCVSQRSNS
NCF1 inh = p47phox/p22phox peptide binding inhibitors, primary screen, biochemical, uHTS, NADPH oxidase regulatory subunit; fluorescence polarization, 2 h; inhibition, % at 24.7 µM; 0.53% of 220,000 active;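 active means inhibition above about 30%, limit read from the data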;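 further: 0% = p47phox with labelled peptide and 100% = labelled peptide alone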
Runt-SMMHC FRET = inhibitors of RUNX1 Runt–CBFb-SMMHC binding, primary screen, biochemical, FRET, Cerulean-Runt, Venus-CBFb-SMMHC, uHTS. Runt-related transcription factor 1 (Homo sapiens) + Core-binding factor subunit beta …. Cerulean-Runt/Venus-CBFb-SMMHC FRET ratio 530/480, 1 h. inhibition, % at 20 µM. 0.74% of 220,000 active;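 active means mean inhibition across duplicate retests at 20 µM reaching about 50%, limit read from the data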;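 further: 0% = DMSO wells and 100% = wells with excess untagged CBFb-SMMHC; inhibitors lower the FRET ratio by blocking Runt binding to CBFb-SMMHC; some results filed as inactive read as strong as hits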
Target sequence (Q01196 whole entry, looked up): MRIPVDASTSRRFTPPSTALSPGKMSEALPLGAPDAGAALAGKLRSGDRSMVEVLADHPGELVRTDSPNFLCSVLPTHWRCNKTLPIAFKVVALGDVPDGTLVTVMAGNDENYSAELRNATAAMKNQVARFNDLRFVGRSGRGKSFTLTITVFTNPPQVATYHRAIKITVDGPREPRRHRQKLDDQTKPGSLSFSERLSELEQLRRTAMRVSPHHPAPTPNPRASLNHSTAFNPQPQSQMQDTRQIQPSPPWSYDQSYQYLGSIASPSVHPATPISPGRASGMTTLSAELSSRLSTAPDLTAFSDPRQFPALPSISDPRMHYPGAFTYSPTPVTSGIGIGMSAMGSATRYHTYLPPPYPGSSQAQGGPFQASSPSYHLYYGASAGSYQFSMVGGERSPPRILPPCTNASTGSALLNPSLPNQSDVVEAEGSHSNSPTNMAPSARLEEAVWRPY
Target sequence (Q13951 whole entry, looked up): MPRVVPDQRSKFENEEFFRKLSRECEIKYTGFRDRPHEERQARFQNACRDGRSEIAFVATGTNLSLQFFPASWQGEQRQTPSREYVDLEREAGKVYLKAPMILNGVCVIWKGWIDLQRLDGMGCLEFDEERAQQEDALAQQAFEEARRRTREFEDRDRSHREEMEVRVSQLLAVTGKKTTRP
Runt-CBFb FRET = inhibitors of RUNX1 Runt–CBFb binding, primary screen, biochemical, FRET, Cerulean-Runt, Venus-CBFb, uHTS; Runt-related transcription factor 1 (Homo sapiens) + Core-binding factor subunit beta …; Cerulean-Runt/Venus-CBFb FRET ratio 530/480, 1 h; inhibition, % at 20 µM; 0.46% of 220,000 active;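 active means inhibition over about 50% at 20 µM in the single-dose screen, limit read from the data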;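 further: 0% = DMSO wells and 100% = excess unlabeled CBFb competitor control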
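Measured by: fluorescence energy transfer, 422 nm excitation, 530/480 nm emission; Assay system: Cerulean-Runt domain; Medium: Tris pH 7.5 buffer with BSA; Measure: loss of energy transfer signal; Controls: 5 µM unlabeled CBFb as full-inhibition high control; Incubation: protein complex preformed 1 h, compound exposure 1 h, room temperature, dark.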
* marks the source's active call; other numbers are inactive results; x = not tested or not shown; [ ] = remark or other dose.

SMILES	p97 inhibitor	RBBP9 inh	Calpain2 inh	Furin inh	TbHK1 inh	EBV gp42 block	NCF1 inh	Runt-SMMHC FRET	Runt-CBFb FRET
CCN(Cc1ccncc1)C(=O)c1ccccc1NS(=O)(=O)c1ccc(F)cc1	2	-9	-29	-21	1	-3	-6	-3	0
CCCCC(=O)/C=C/n1c(=S)oc2ccccc21	0	-5	-11	-25	-6	-20	-18	6	2
COCCN(CCOC)S(=O)(=O)c1ccc(Cl)nc1	5	8	-22	-6	-3	-13	-9	-1	0
COc1ccccc1N(CC(=O)Nc1ccc(F)c(F)c1)S(C)(=O)=O	3	-8	-14	-13[20 µM]	1	-4	1	1	-1
CC(=O)Nc1cccc(-c2nnc3n2CC(C)S3)c1 (stereo not drawn)	3	1	-34	-13[20 µM]	-1	-15	-9	-2	3
Cc1cc(S(=O)(=O)NCC(=O)O)ccc1F	-2	0	8	-18[20 µM]	4	-9	-1	1	-1
COCCNC(=O)c1ccccc1-c1ccccc1C(=O)O	4	-6	-10	-19[20 µM]	3	-27	-10	-1	0
Cc1nnc(SCC(=O)Nc2nc3ccccc3s2)n(N)c1=O	11	0	14	-12	-4	-24	-11	1	2
O=C1CCC(=O)N1CC(=O)N(c1ccccc1)c1ccccc1	-7	-17	22	4	13	-2	-5	-3	-1
Cc1ccc(OCC(=O)N/N=C\c2c(C)n(C)c3ccccc23)c([N+](=O)[O-])c1	-1	-8	-103	-3[20 µM]	-29	4	-2	-8	-5
COc1ccc(CN2C(=O)c3cccnc3C2O)cc1 (stereo not drawn)	1	-7	-8	-11[20 µM]	2	-11	-15	-9	0
CC(Sc1nnc(-c2ccc(C(C)(C)C)cc2)n1C)C(N)=O (stereo not drawn)	-1	-4	20	-17[20 µM]	3	-3	-4	2	-1
CCOc1cc(C(=S)N2CCCC2)ccc1OCC(=O)Nc1c(C)cc(C)cc1C	-5	-8	18	-16[20 µM]	-2	-5	0	0	-1
Cc1ccc2[nH]c(C)c(CCNC(=O)C3CCCCC3C(=O)OCC(F)(F)F)c2c1 (stereo not drawn)	2	-9	11	-7	34	-8	-10	-5	-3
CC(=O)Nc1ccc(NC(=O)C2CCCN2C(=O)Nc2ccc(F)c([N+](=O)[O-])c2)cc1 (stereo not drawn)	5	-6	7	2	-4	-1	8	3	1
Nc1ccc(Nc2ccccc2)c(S(=O)(=O)O)c1	0	1	-181	-30	6	13	4	1	4
CC(=O)Nc1cc(C(=O)N2CCN(C)CC2)ccc1Sc1ccc(C)cc1	6	-2	-26	-19[20 µM]	2	-11	-4	5	2
CN(C)S(=O)(=O)c1cccc(C(=O)N2CCN(Cc3ccccc3)CC2)c1	5	6	-31	-11	4	7	-14	3	1
COc1cc(NC(=S)NC(C)=O)ccc1NC(=O)C(C)C	-1	0	21	-15	-7	4	-5	-2	-1
c1ccc(CO/N=C(\c2ccc(C3CC3)nc2)C2CC2)cc1	-2	-6	30	-18	5	4	8	1	-4
O=NC1=C(c2c(O)[nH]c3ccccc23)CCCC1	9	6	13	-4	2	14	-7	-6	2
Clc1ccc(-c2ccc(C=Nc3ccc(N4CCOCC4)cc3)o2)c(Cl)c1	0	-6	28	-17	2	14	1	-2	-1
CC(NS(=O)(=O)c1ccccc1)C(c1cccs1)N1CCN(C)CC1 (stereo not drawn)	7	-4	11	-7[20 µM]	0	-23	0	-1	-1
O=C(NCC1CCCO1)C1CCN(c2ccc(S(=O)(=O)N3CCCC3)cc2)CC1 (stereo not drawn)	3	-5	-28	-27[20 µM]	4	-24	6	1	0
COc1ccc(OCC(=O)C2CC2)c(C#N)c1	7	-10	-10	-15	-13	-13	-11	-2	2

(listing goes on)
SMILES	p97 inhibitor	RBBP9 inh	Calpain2 inh	Furin inh	TbHK1 inh	EBV gp42 block	NCF1 inh	Runt-SMMHC FRET	Runt-CBFb FRET
COc1cccc(C(=O)CN(C(=O)c2ccc(Cl)cc2Cl)N2C(=O)c3ccccc3C2=O)c1	4	-4	12	-17	30	17	-6	-6	1
COc1ccc(OC)c(S(=O)(=O)NC(C)(C)C)c1	2	5	16	-24[20 µM]	1	-5	8	2	-1
CCOC(=O)CC1C(=O)NCCN1c1nc2ccc(C)cn2c(=O)c1/C=C1\SC(=S)N(C(C)CC)C1=O (stereo not drawn)	12	-15	-14	11	-25	-24	-70	-230	-83
O=C1CCC(=O)N1OCCCOc1ccc(Br)cc1Cl	-2	2	-8	3[20 µM]	2	-1	-4	2	1
COc1ccccc1N(Cc1ccccc1)S(=O)(=O)c1cccc(C(=O)O)c1	0	-7	-10	-20	-5	-2	1	4	-3
COc1cc(C(C)=O)ccc1Oc1cnccn1	-1	-5	26	-15	0	-8	3	-4	1
CCOc1cc(/C=C2\C(=O)N(CCc3ccc(OC)c(OC)c3)C(C)=C2C(=O)OC)ccc1O	5	9	-9	-9	-25	-21	53*	29	28
O=C(CN1CCC(c2nc3ccccc3s2)CC1)N1CCCCC1	5	-5	-23	-21	0	3	1	5	0
CN1CCN(C(=O)CCC(=O)c2ccc(F)cc2)CC1	-2	0	18	-9[20 µM]	-2	-17	-8	0	0
CCn1c(C)nc2cc(C(=O)N/N=C/c3ccc(N4CCOCC4)cc3)ccc21	2	-5	-68	-17	-24	-13	-27	-2	2
CCC(CC)C(=O)Nc1cccc(C(=O)NCc2ccco2)c1	-3	-2	-74	-17[20 µM]	-3	6	-21	2	3
O=C(Cc1cccs1)Nc1cccc(C(=O)Nc2ccco2)c1	-1	-8	-44	-12[20 µM]	-2	-2	3	-2	-2
CCOC(=O)C1CCN(C(=O)Nc2ccc(OC)c(OC)c2)CC1	2	-7	-30	-21[20 µM]	-2	1	-15	1	0
O=P(COCCOCP(=O)(c1ccccc1)c1ccccc1)(c1ccccc1)c1ccccc1	1	-13	-8	0[20 µM]	3	-22	-5	2	0
Cc1ccc2cc(CN(CC3CCCO3)S(=O)(=O)c3ccc4c(c3)OCCO4)c(=O)[nH]c2c1C (stereo not drawn)	-6	-2	x	-21[20 µM]	-5	x	x	x	x
Cc1cc(=O)oc(C)c1C(=O)Nc1ccc(N(C)C)cc1	1	-7	-45	-12	-21	-3	0	1	7
Cc1ccccc1NC(=O)C1CCN(c2cnccn2)CC1	4	2	-36	-28[20 µM]	-9	-10	-18	-2	-1
Nc1nnc(-c2ccco2)s1	-5	-3	5	-18	-9	-21	4	35	32
COc1ccc(Cc2nnc(SCc3c(C)noc3C)n2C2CCCCC2)cc1OC	-6	-5	-39	-4	-3	-10	-4	2	-2
COc1ccc(OC)c(C2C(C(=O)c3sc(C)nc3C)=C(O)C(=O)N2CCN2CCOCC2)c1 (stereo not drawn)	0	2	22	8	-39	-8	-7	1	2
Cc1oc(-c2cccc3ccccc23)nc1CN1CCN(c2ncnc3ccccc23)CC1	8	-5	-48	-14	-16	-8	-17	1	-3
O=C1c2ccccc2NC(c2ccc(-c3cccc([N+](=O)[O-])c3)o2)N1O (stereo not drawn)	2	2	0	-16	-15	-13	-7	8	5
COc1cccc(C(=O)OCC(=O)NCCc2ccccc2)c1OC	4	-10	3	-24	-5	-21	-8	0	0
CN(C)S(=O)(=O)c1cccc(-c2nnc(-c3ccccc3)o2)c1	-1	-2	10	-14[20 µM]	-4	-24	-17	-1	2
COc1cc(OC)cc(C(=O)NC(=S)Nc2ccc(NC(=O)c3ccco3)cc2)c1	6	-2	3	-15	-22	2	9	3	-2

Given bar-delimited: part of the list above.
SMILES | p97 inhibitor | RBBP9 inh | Calpain2 inh | Furin inh | TbHK1 inh | EBV gp42 block | NCF1 inh | Runt-SMMHC FRET | Runt-CBFb FRET
CN1CCN(C(=O)CCC(=O)c2ccc(F)cc2)CC1 | -2 | 0 | 18 | -9[20 µM] | -2 | -17 | -8 | 0 | 0
O=C(CN1CCC(c2nc3ccccc3s2)CC1)N1CCCCC1 | 5 | -5 | -23 | -21 | 0 | 3 | 1 | 5 | 0
O=C(Cc1cccs1)Nc1cccc(C(=O)Nc2ccco2)c1 | -1 | -8 | -44 | -12[20 µM] | -2 | -2 | 3 | -2 | -2
Cc1ccc2cc(CN(CC3CCCO3)S(=O)(=O)c3ccc4c(c3)OCCO4)c(=O)[nH]c2c1C (stereo not drawn) | -6 | -2 | x | -21[20 µM] | -5 | x | x | x | x
O=C1c2ccccc2NC(c2ccc(-c3cccc([N+](=O)[O-])c3)o2)N1O (stereo not drawn) | 2 | 2 | 0 | -16 | -15 | -13 | -7 | 8 | 5

Other results follow:
SMILES	p97 inhibitor	RBBP9 inh	Calpain2 inh	Furin inh	TbHK1 inh	EBV gp42 block	NCF1 inh	Runt-SMMHC FRET	Runt-CBFb FRET
COc1cc(-c2nc(-c3cccc(C(F)(F)F)c3)no2)cc(OC)c1OC	8	6	-119	16[20 µM]	-19	9	-14	-7	-3
Cc1ccc(S(=O)(=O)Nc2c(C)[nH]c(=O)[nH]c2=O)cc1C	7	2	-13	-22	9	-5	4	0	-1
CCOC(=O)C(Cc1c[nH]c2ccccc12)NC(=O)CNC(C)=O (stereo not drawn)	7	3	-9	-23	9	-7	-7	4	0
O=C(O)c1nccnc1C(=O)Nc1ccc(S(=O)(=O)N2CCOCC2)cc1	5	-4	-16	-33	23	-11	-13	-2	0
CC1CCN(c2nnc(NC(=O)Cn3c(=O)oc4ccccc43)s2)CC1	-3	-6	-4	-21	-14	-11	-1	3	0
CCCC(=O)NCCSC	4	-2	-19	-15	-8	-6	-1	-6	0
O=C(O)[C@H](Cc1ccccc1)NC(=O)N1CCC(Cc2ccccc2)CC1	3	5	25	-24	-11	-16	-6	-3	2
Cc1c(NC(=O)/C(C#N)=C/c2ccc(-c3ccc(Cl)cc3)o2)c(=O)n(-c2ccccc2)n1C	6	-8	31	-15	-4	-21	-22	-3	-8
Cn1c(NC(=O)c2cccnc2)nc2ccccc21	-3	-9	-2	-14	-30	-6	-1	1	3
CCOC(=O)C(C)/C(C)=N\Nc1ccc([N+](=O)[O-])cc1[N+](=O)[O-] (stereo not drawn)	0	-2	52*	-13	-14	-11	-4	-1	-3
COc1cc(CO)ccc1Oc1nc2ccccc2n2cnnc12	3	-15	4	-18	6	-3	6	0	0
O=C(c1nnsc1S(=O)(=O)c1ccc(Cl)cc1)N1CCOCC1	6	-4	-11	-21	-5	-7	-3	-2	1
CC(C)(C)NC(=O)C(c1ccccc1)N(Cc1cccs1)C(=O)c1csnn1 (stereo not drawn)	-3	11	11	-7[20 µM]	-2	-17	3	6	-2
Cc1cccc(NC(=O)CN2CCSc3ccccc32)c1	3	-11	2	-24	4	-13	-4	0	-1
Cc1cccc(-c2nc(CSCC(=O)N3CCN(Cc4ccc5c(c4)OCO5)CC3)c(C)o2)c1	-5	6	-1	-22	-5	-13	-8	1	-2
O=C(c1cn(-c2ccc(Cl)c(Cl)c2)nn1)C1CC1	-4	-6	34	-11	5	-11	4	-1	0
Cc1cccc(-n2cc(CNCCN3CCOC3=O)c(-c3cccc(F)c3)n2)c1	-1	2	3	-22	-16	1	7	2	0
